# Growth percent in the NCI-60 one-dose screen (48 h, 10 µM unless noted): 100 = growth as untreated, 0 = no growth, -100 = all killed.
# A549/ATCC: A549/ATCC NSCLC. 81,000 tested, 3.7% active
# SK-MEL-5: SK-MEL-5 melanoma; AID 1794755; 80,000 tested, 6.4% active
# EKVX: EKVX NSCLC | 71,000 tested, 3% active
# HOP-92: HOP-92 NSCLC cells | 71,000 tested, 6.3% active
# LOX IMVI: LOX IMVI melanoma; 79,000 tested, 7.4% active; AID 1794757
# M14: M14 melanoma. 80,000 tested, 6.2% active
# CCRF-CEM: CCRF-CEM leukemia; 77,000 tested, 7% active
# HOP-62: HOP-62 NSCLC. AID 1794735. 80,000 tested, 3.9% active
# * marks the source's active call; other numbers are inactive results; · = not tested or not shown; & = joins results of further samples; [ ] = remark or other dose. How the source made its calls: active means growth percent below 10; inactive means the rest. Rows are unselected; about 12% have a hit in one of these screens.
mol	M14	A549/ATCC	EKVX	SK-MEL-5	CCRF-CEM	HOP-62	HOP-92	LOX IMVI
CCC(C)[C@@H]1NC(=O)[C@@H]2CCCN2C(=O)[C@H](Cc2ccccc2)NC(=O)[C@H](CC(N)=O)NC(=O)[C@H](C(C)CC)NC(=O)[C@@H]2CCCN2C(=O)[C@H](Cc2ccccc2)NC1=O (stereo partly drawn)	101.9	103.5	·	97.6	97.8	101.8	128.9	107.4
COc1ncc(F)c(OC)n1	102.2	99.8	·	97.5	100.2	94.3	87.0	101.9
CCOC(=O)c1c(NC(=O)c2ccc(Cl)cc2)sc2c(CN(C)C)c(O)ccc12	-18.4*	69.6	93.8	87.4	62.6	84.6	1.7*	60.6
COc1ccc2cc(-c3nc4c(cnn4-c4ccc(Br)cc4)c(=O)[nH]3)c(OC)nc2c1	93.4	88.3	97.8	101.3	95.3	93.6	87.2	99.4
CC[C@@H](C)[C@H](NC(=O)Cn1cc(CNC(=O)[C@@H](NC(=O)OCc2ccccc2)C(C)C)nn1)C(=O)O	107.5	100.9	100.0	101.9	105.8	114.1	101.5	99.7
CSc1nc2ccc(C)cc2cc1Cc1cc(-c2ccccc2)n[nH]c1=O	102.7	90.8	88.7	94.7	88.1	92.2	70.2	92.1
Oc1c(C2=NCCc3sccc32)nc2n1CCc1sccc1-2	109.3	93.6	96.3	·	88.4	101.1	83.1	101.0
CCN(CC)c1ccc(\C=N/N=C(N)/C(N)=N\N=C/c2ccc(N(CC)CC)cc2)cc1	110.4	103.6	103.9	97.1	89.0	93.1	115.8	101.0
COc1cc(-c2nnc(SCc3cccnc3)n2-c2ccc3c(c2)OCO3)cc(OC)c1OC	95.0	88.6	94.0	97.7	98.5	75.3	73.5	96.3
O=C(N/N=C/c1c[nH]c2ccccc12)c1cc(-c2ccccc2)on1	88.6	96.7	87.9	91.3	46.1	98.8	92.1	56.3

# The list goes on:
mol	M14	A549/ATCC	EKVX	SK-MEL-5	CCRF-CEM	HOP-62	HOP-92	LOX IMVI
Cc1cc(C(=O)c2cccc(Cl)c2)ccc1O	·	109.8	100.5	99.0	92.7	96.9	70.4	·
CCOc1ccc(N)c([N+](=O)[O-])c1	106.5	85.1	·	95.3	102.4	99.9	109.1	96.2
CCOc1ccccc1CN1CCc2nc3cc(C(C)(C)C)[nH]n3c(=O)c2C1	91.6	111.6	·	100.7	91.8	99.6	112.4	96.7
CC1=CC(C)(C)NC(=S)N1c1ccc(S(=O)(=O)O)c2cccc(S(=O)(=O)O)c12	107.1	105.6	115.3	101.1	94.1	99.5	·	107.2
O=C(CC1Sc2ccccc2NC1=O)NNc1ccc(Cl)c(Cl)c1 (stereo not drawn)	103.3	97.4	99.8	93.5	93.6	88.3	·	107.0
COc1cccc(/C=N\NC(=O)CCCC(=O)N/N=C/c2cccc(OC)c2)c1	115.1	105.8	101.0	105.0	119.0	105.3	96.3	104.5
Cc1cc(C)[nH]n1	97.2	98.6	107.0	122.2	·	97.7	124.4	·
Cc1ccc(OC(=O)c2ccc(Cl)cc2)cc1	102.1	98.4	99.1	102.6	55.9	84.5	100.2	99.3
Cc1ccc(S(=O)(=O)n2ccc3c2CC[C@H]2C(=O)N(N(C)C)C(=O)[C@@H]32)cc1	89.6	86.1	98.4	95.6	69.6	68.7	68.0	98.1
CCCCCCCCCCCCCCCCCC1=NC(C)(C)CN1CC(C)O (stereo not drawn)	36.6	19.1	78.8	100.2	47.1	85.2	43.6	-83.1*

# Additional results follow:
mol	M14	A549/ATCC	EKVX	SK-MEL-5	CCRF-CEM	HOP-62	HOP-92	LOX IMVI
Cc1ccc(Nc2ncc(Cc3cccc(Cl)c3Cl)s2)cc1	103.3	89.2	103.1	97.2	98.5	109.3	100.4	100.0
C[C@H]1[C@H](C)CC[C@]2(C(=O)N3CCN(C)CC3)CC[C@]3(C)C(=CC[C@@H]4[C@@]5(C)Cc6c([nH]c7ccccc67)C(C)(C)[C@@H]5CC[C@]43C)[C@@H]12	82.7	78.0	88.0	97.6	69.1	77.3	43.4	84.5
O=C(O)c1ccccc1-c1c2ccc(=O)c(Cl)c-2oc2c(Cl)c(O)ccc12	110.6	104.1	107.3	107.0	105.4	98.5	·	102.9
CN(C)CCn1c2ccc(N)cc2c2nc3ccccc3nc21	35.9	25.8	40.6	27.0	29.5	31.5	47.7	9.9*
CC(=O)n1ccc2nc(Cl)nc(Cl)c21	101.6	102.1	93.9	101.3	107.3	96.8	95.7	93.5
Cc1c(C(=O)NN2CCCCC2)nn(-c2ccc(Cl)cc2Cl)c1-c1ccc(Cl)cc1	85.1	67.4	80.9	50.6	63.7	84.2	62.9	72.0
Cc1ccc(-n2c(-c3ccc(Cl)cc3)cc(C(=O)OCCO)c2C)cc1O	84.1	73.6	82.4	88.7	86.5	88.8	89.8	81.3
O=c1[nH]c(CNc2ccc(NC(=S)Nc3ccc(Cl)cc3)cc2)nc2sc3c(c12)CCCC3	84.9	85.1	86.0	89.4	92.3	89.8	76.3	69.1
Cc1cc(-n2cnc3c(=O)[nH]cnc32)ccc1N	108.9	107.4	64.4	95.0	94.7	106.1	86.8	101.8
COc1cc2c(cc1OC)C1c3ccccc3N(C)C(=O)N1CC2 (stereo not drawn)	105.2	97.6	96.5	98.3	90.7	72.8	103.7	99.7

# A portion from further up, for reference:
mol	M14	A549/ATCC	EKVX	SK-MEL-5	CCRF-CEM	HOP-62	HOP-92	LOX IMVI
Cc1ccc(S(=O)(=O)n2ccc3c2CC[C@H]2C(=O)N(N(C)C)C(=O)[C@@H]32)cc1	89.6	86.1	98.4	95.6	69.6	68.7	68.0	98.1
CCCCCCCCCCCCCCCCCC1=NC(C)(C)CN1CC(C)O (stereo not drawn)	36.6	19.1	78.8	100.2	47.1	85.2	43.6	-83.1*
Cc1ccc(Nc2ncc(Cc3cccc(Cl)c3Cl)s2)cc1	103.3	89.2	103.1	97.2	98.5	109.3	100.4	100.0
C[C@H]1[C@H](C)CC[C@]2(C(=O)N3CCN(C)CC3)CC[C@]3(C)C(=CC[C@@H]4[C@@]5(C)Cc6c([nH]c7ccccc67)C(C)(C)[C@@H]5CC[C@]43C)[C@@H]12	82.7	78.0	88.0	97.6	69.1	77.3	43.4	84.5
O=C(O)c1ccccc1-c1c2ccc(=O)c(Cl)c-2oc2c(Cl)c(O)ccc12	110.6	104.1	107.3	107.0	105.4	98.5	·	102.9
CN(C)CCn1c2ccc(N)cc2c2nc3ccccc3nc21	35.9	25.8	40.6	27.0	29.5	31.5	47.7	9.9*
CC(=O)n1ccc2nc(Cl)nc(Cl)c21	101.6	102.1	93.9	101.3	107.3	96.8	95.7	93.5
Cc1c(C(=O)NN2CCCCC2)nn(-c2ccc(Cl)cc2Cl)c1-c1ccc(Cl)cc1	85.1	67.4	80.9	50.6	63.7	84.2	62.9	72.0
Cc1ccc(-n2c(-c3ccc(Cl)cc3)cc(C(=O)OCCO)c2C)cc1O	84.1	73.6	82.4	88.7	86.5	88.8	89.8	81.3

# Later entries:
mol	M14	A549/ATCC	EKVX	SK-MEL-5	CCRF-CEM	HOP-62	HOP-92	LOX IMVI
CC1(C)NCCC[C@]2(C)[C@H]3C=CC4=C5C[C@](C)(COC(=O)CCC(=O)O)CC[C@]5(C)CC[C@@]4(C)[C@]3(C)CC[C@@H]12	105.6	63.2	95.9	96.1	71.5	80.8	97.7	68.0
COc1cc2oc(-c3cccc(NC(=O)c4ccc(Cl)cc4)c3)cc(=O)c2c(OC)c1OC	46.9	48.5	64.5	42.1	29.7	68.9	43.8	34.5
COc1ccc2cc(C(C)C(=O)Nc3ccc(-c4nnc(C5CCCCC5)o4)cc3)ccc2c1 (stereo not drawn)	102.1	77.2	106.4	102.4	87.7	109.8	82.9	122.6
O=C(Nc1nc(-c2ccccc2)cc(-c2ccc(Cl)cc2)n1)c1cccnc1	115.4	100.6	99.5	96.8	97.5	104.2	106.8	97.5
CCCCCN1C(=O)/C(=c2\sc3n(c2=O)C2C(NN=3)N(CC)C(=O)N2CC)c2cccc(C)c21 (stereo not drawn)	51.4	68.6	56.2	45.5	30.6	44.2	70.2	37.9
CC(=O)Nc1cc2c(cc1Cl)-c1ccccc1C2O (stereo not drawn)	108.0	104.1	74.0	97.7	103.4	92.4	103.6	·
OC(c1ccccc1)C1CCCCC1 (stereo not drawn)	102.9	101.7	108.0	99.5	99.3	103.8	78.4	99.7
Cc1nc2cc(Nc3nc(N4CCOCC4)nc(N4CCOCC4)n3)ccc2n1Cc1ccccc1	105.5	96.4	·	92.0	103.8	91.2	26.6	97.7
O=C(NO)c1ccc(C(=O)NO)c(Br)c1	101.5	94.3	89.7	108.0	91.0	110.7	·	92.1
COc1ccc(C(=O)C[n+]2cn(CCC(=O)Nc3cccc4cccnc34)c3ccccc32)cc1	96.2	104.7	95.2	79.0	94.5	104.3	·	99.5

# Other results:
mol	M14	A549/ATCC	EKVX	SK-MEL-5	CCRF-CEM	HOP-62	HOP-92	LOX IMVI
CCc1nn2c(-c3cc(OC)c(OC)c(OC)c3)c(-c3cc(OC)c(OC)c(OC)c3)nc2s1	89.5	86.0	·	89.7	80.8	40.8	-15.2*	85.1
NS(=O)(=O)c1ccc(Nc2nc(N/N=C/c3cn(-c4ccccc4)nc3-c3ccc(Br)cc3)nc(Nc3ccccc3)n2)cc1	84.6	100.1	84.3	74.2	56.3	111.9	136.2	81.9
COc1ccc(C(=O)/C=C/c2cn(-c3cccc(Cl)c3)nc2-c2ccc(OC)cc2)cc1	93.3	82.5	74.2	92.4	81.3	101.2	90.3	88.6
[N-]=[N+]=NCc1ncc(-c2ccc(C(F)(F)F)cc2)c(NC2CCCCCC2)n1	74.6[50 µM]	59.4[50 µM]	·	84.2[50 µM]	·	87.0[50 µM]	64.5[50 µM]	82.2[50 µM]
CC[C@@H](C(=O)[C@@H](C)[C@@H](O)[C@H](C)[C@@H]1O[C@@H]([C@@H](CC)C(=O)N(CC)CC)CC[C@@H]1C)C1O[C@]2(C=CC(=O)[C@]3(CC[C@@](C)([C@H]4CC[C@](O)(CC)[C@H](C)O4)O3)O2)[C@H](C)C[C@@H]1C (stereo partly drawn)	13.6	28.3	19.6	-42.9*	·	31.7	-17.2*	34.3
CCOc1ccccc1Cn1ccnc1CCc1c(Cl)c(O)cc(O)c1C(=O)OC	95.2	87.7	100.9	94.6	93.6	85.9	90.4	89.2
O=C(CSc1nnc(Cn2c(C(F)(F)F)nc3ccccc32)o1)Nc1ccc(F)cc1	103.6	97.0	107.8	102.2	102.7	93.3	113.7	99.7
CC1(C)O[C@H]2OC(Cn3cc(COc4ccc5ccc(=O)oc5c4)nn3)[C@@H](OCc3ccccc3)[C@H]2O1 (stereo partly drawn)	95.0	104.7	87.5	87.6	88.7	99.0	97.5	113.5
O=C(/C=C(\C(=O)c1ccccc1)c1ccccc1)c1ccccc1	102.5	75.0	103.2	97.9	87.4	94.1	47.6	87.9
CCOC(=O)CCC(NC(C)=O)(C(=O)OCC)C(=O)OCC	86.7	74.5	100.3	103.9	81.6	68.7	96.3	98.5

# (further entries)
mol	M14	A549/ATCC	EKVX	SK-MEL-5	CCRF-CEM	HOP-62	HOP-92	LOX IMVI
COC(=O)c1nc(-c2ccccc2)oc1Nc1ccc(C)cc1	104.2	89.3	85.1	90.2	85.5	106.8	106.2	95.5
O=S(=O)(NCl)c1ccccc1	107.4	94.7	·	102.7	92.5	110.0	108.0	97.1
CC(=O)c1ccc2[nH]c(C)cc(=O)c2c1	106.0	100.3	·	104.5	96.3	92.5	91.7	100.5
Cc1cc(Cl)nc(N(CCCNc2ccnc3cc(Cl)ccc23)Cc2ccccn2)n1	44.4	56.1	64.7	34.1	36.1	64.0	30.6	·
c1ccc(-c2ccccn2)nc1	104.1&105.9	98.5&100.6	109.6	104.7&101.2	101.2&95.9	100.6&97.8	108.6&99.4	97.2&99.1
O=C1NC2CCCC=C2c2cc3c(cc21)OCO3 (stereo not drawn)	96.1	87.6	88.2	97.4	97.8	108.7	90.8	101.5
Cc1ccc2[nH]c(=O)cc(N/N=C/c3ccc(Cl)cc3)c2c1	95.2	101.5	88.9	48.9	105.2	108.8	81.6	101.7
Nc1nc(N)c2nc(CNc3ccc(C(=O)CC(CCC(=O)O)C(=O)O)cc3)cnc2n1 (stereo not drawn)	27.1	2.5*	42.8	22.8	17.8	39.8	-3.8*	20.5
COc1cc(-c2nc3sccn3c2-c2ccnc(S(C)=O)n2)ccc1F (stereo not drawn)	107.2	96.5	97.8	98.4	87.9	101.8	64.2	83.9
C1OC2COCOC2C2OCOCC2O1 (stereo not drawn)	116.3&105.5	101.7	98.3	96.7	116.5&95.0	98.6&109.1	108.2	96.4

# Continuation:
mol	M14	A549/ATCC	EKVX	SK-MEL-5	CCRF-CEM	HOP-62	HOP-92	LOX IMVI
CC(C)c1nc2ccccc2n1CC(=O)N/N=C/c1ccccc1Cl	99.9	89.1	103.3	99.2	94.6	100.6	79.4	105.1
CCOC(=O)c1sc(Nc2ccc(Cl)cc2)nc1C	12.9	15.2	7.7*	·	17.8	28.3	-20.9*	9.9*
COc1c(NC[C@H]2OC(O)(CO)[C@@H](O)[C@@H]2O)c(=O)c1=O (stereo partly drawn)	103.1	94.3	100.6	102.5	111.2	95.5	94.5	90.3
CSC(=N\N=C\c1cccs1)/N=C/N(C)C	117.6	107.8	105.2	100.3	100.1	104.5	103.3	·
COc1cc(/C=C(\C#N)C(=O)Nc2sc3c(c2C#N)CCC3)ccc1OCc1ccccc1	102.6	99.3	95.6	100.6	87.9	96.6	95.2	·
Oc1c(C(Nc2ccccn2)c2cccc(Oc3ccccc3)c2)ccc2cccnc12 (stereo not drawn)	-68.6*	-81.8*	·	-68.1*	-59.0*	-95.7*	-86.9*	-86.5*
O=CN1N=C(c2ccc(F)cc2)CC1c1cccc(Nc2ccnc3cc(C(F)(F)F)ccc23)c1 (stereo not drawn)	70.0	61.0	50.6	-15.2*	44.8	60.8	67.4	40.2
O=C(/C=C/c1csc(Br)n1)NO	27.1	23.5	37.5	-33.1*	21.2	35.5	-2.5*	-13.8*
COc1ccc(C(=O)/C=C/c2c(Cl)c3c(c(OC)c2Cl)OCC(=O)N3)cc1	17.7	61.1	·	21.2	5.0*	21.0	74.5	-36.1*
